# GPR7 antagonist – human neuropeptides B/W receptor 1 antagonism. 290,000 tested, 1.1% active. GPR7-expressing cells, fluorescence antagonist assay. P48145. inhibition, % at 4.4 µM. AID 1861; in the data active = inhibition above about 16%, passing the limit was not always enough;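 also: cells stimulated with the agonist NPW; 0% = agonist with vehicle and 100% = vehicle without agonist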
# V1R ag counter – V1a receptor agonism, counter-screen for OXTR agonists; P37288; CHO-V1R cells, Fluo-8 calcium fluorescence, agonist mode; 0% DMSO, 100% 3 nM vasopressin; activation, % at 3 µM; 320,000 tested, 0.25% active; AID 2797;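 active = activation above the mean activation of all tested compounds plus 3 SD, per screening run, cut at about 20% in these data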;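 also: signal is peak over basal fluorescence ratio across a 100 second FLIPR read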
# Target sequence (P37288 whole entry, looked up): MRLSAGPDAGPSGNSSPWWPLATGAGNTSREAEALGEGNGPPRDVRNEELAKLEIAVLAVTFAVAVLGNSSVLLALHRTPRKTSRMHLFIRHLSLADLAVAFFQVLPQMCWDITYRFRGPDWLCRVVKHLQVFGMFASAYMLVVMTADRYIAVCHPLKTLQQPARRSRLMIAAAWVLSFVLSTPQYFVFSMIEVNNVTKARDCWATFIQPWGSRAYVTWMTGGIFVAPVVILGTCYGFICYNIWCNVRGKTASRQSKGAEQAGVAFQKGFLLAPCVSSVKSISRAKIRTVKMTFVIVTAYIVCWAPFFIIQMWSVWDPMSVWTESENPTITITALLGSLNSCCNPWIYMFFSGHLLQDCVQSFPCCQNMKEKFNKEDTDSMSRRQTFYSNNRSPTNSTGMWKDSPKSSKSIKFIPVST
# CHO-K1 Ca PAM – M1 PAM counterscreen hit in parental CHO-K1 cells | ATP EC20, Fluo-8 calcium fluorescence; 0% at ATP EC20, 100% at ATP max | activation, % at 3 µM | 360,000 tested, 0.02% active | AID 602247;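 active = activation above the run cutoff, the mean activation of all test compounds plus 3 SD, cut at about 40% in these data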;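 also: peak over basal fluorescence ratio in a 140 s read after ATP addition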
# TAAR1 antagonist – human TAAR1 antagonism; Q96RJ0; 360,000 tested, 1.5% active; inhibition, % at 3 µM; CHO RD-HGA16 TAAR1, Fluo-8 calcium fluorescence, antagonist;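 active = inhibition above a per-plate cutoff, the mean inhibition of test compounds on that plate plus 3 SD, cut at about 49% in these data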;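 also: 0% = DMSO plus EC80 beta-PEA response and 100% = DMSO alone without agonist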
# Target sequence (Q96RJ0 whole entry, looked up): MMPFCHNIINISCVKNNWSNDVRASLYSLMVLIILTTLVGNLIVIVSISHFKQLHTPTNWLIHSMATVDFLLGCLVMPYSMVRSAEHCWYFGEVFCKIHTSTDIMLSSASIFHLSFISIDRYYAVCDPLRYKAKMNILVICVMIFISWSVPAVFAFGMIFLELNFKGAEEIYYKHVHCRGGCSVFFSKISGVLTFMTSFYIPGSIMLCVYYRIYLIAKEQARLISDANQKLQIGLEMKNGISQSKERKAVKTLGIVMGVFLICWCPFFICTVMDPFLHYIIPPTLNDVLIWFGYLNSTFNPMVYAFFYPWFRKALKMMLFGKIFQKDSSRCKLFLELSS
#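 Assay system: RD-HGA16 CHO cells with stable hTAAR1 and Gα16 / Reagent: EC80 β-phenethylamine stimulus / Doses: 3 µM, single point / Timing: dye loading 75 min at 37 °C, then 30 min room temperature / Measured by: Fluo-8 intracellular calcium dye fluorescence, real-time kinetic reads / Controls: vehicle wells and EC80 agonist wells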
# OXTR potentiator – potentiators of human oxytocin receptor; CHO-OTR cells, Fluo-8 calcium fluorescence, potentiator mode; 0% = oxytocin EC15, 100% = EC100; 320,000 tested, 0.061% active; activation, % at 3 µM; P30559;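 active = activation above that plate's cutoff, the mean activation of tested compounds plus 3 SD, cut at about 6.6% in these data, passing the limit was not always enough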;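 also: 100% uses oxytocin at 75 nM as the full agonist control; some results filed as inactive read as strong as hits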
#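 Assay system: CHO cell line stably expressing human OTR | Also added: Oxytocin at about EC15, sub-maximal agonist stimulus | Times: Compound 6 min at room temperature before oxytocin, 100 s read | Measured by: Fluo-8 intracellular calcium fluorescence, ex 470-495, em 515-575 nm | Controls: EC15 oxytocin alone as 0%, 75 nM oxytocin as 100%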
# CHO-K1 Ca antag – counter-screen for M1 antagonists: effect in parental CHO-K1 cells. 360,000 tested, 0.6% active. inhibition, % at 3 µM. AID 602250. ATP-induced calcium, Fluo-8 fluorescence;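 active = inhibition above a per-plate cutoff, the plate's mean sample inhibition plus 3 SD, cut at about 24% in these data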;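 also: 0% = DMSO plus EC80 ATP and 100% = DMSO alone without ATP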
# CHO parental Ca – signal in parental CHO cells, OX1R antagonist counter-screen; parental CHO-K1, ATP-induced calcium, Fluo-8 fluorescence; inhibition, % at 5.6 µM; 330,000 tested, 0.63% active; AID 463079;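 active = inhibition above that plate's mean sample inhibition plus 3 SD, cut at about 26% in these data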;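 also: 0% = ATP-challenged DMSO wells and 100% = DMSO wells without ATP; some compounds past the cut are filed as inactive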
#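 material = parental CHO cells | also added = ATP as calcium-mobilizing challenge | dosing = single point at 5.6 µM | detection = intracellular calcium via Fluo-8 no-wash fluorescent dye | read-out = % inhibition | benchmarks = low control ATP plus DMSO, high control DMSO only | repeats = one well per compound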
# M1 ag parental – nonselective activator or artifact in parental CHO-K1 cells; Fluo-8 calcium fluorescence; scaled to maximal ATP response, vehicle zero; activation, % at 3 µM; 360,000 tested, 0.48% active; AID 602248; in the data active = activation above about 15%;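 also: untransfected CHO-K1 host cells lacking M1 receptor as counterscreen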
# OXTR ag – human OXTR agonism | CHO-OTR cells, Fluo-8 calcium fluorescence; normalized: DMSO 0%, oxytocin 100% | activation, % at 3 µM | 320,000 tested, 0.32% active | AID 2435;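 active = activation above the mean of all tested compounds plus 3 SD, cutoff set per screening run, cut at about 20% in these data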;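 also: peak over basal fluorescence ratio from a 100 s FLIPR kinetic read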
# An asterisk follows results filed as active; . = not tested or not shown; & = joins results of further samples.
SMILES,GPR7 antagonist,V1R ag counter,CHO-K1 Ca PAM,TAAR1 antagonist,OXTR potentiator,CHO-K1 Ca antag,CHO parental Ca,M1 ag parental,OXTR ag
CCc1nnc(NS(=O)(=O)c2ccc(NC(=O)COc3ccc4ccccc4c3)cc2)s1,-12.4,0.9,-8.4,4.9,-11.1,-6.0,11.3,0.0,-0.1
COC(=O)c1cccc(NC(=O)CCN2C(=O)NC(C)(C)C2=O)c1,.,.,4.5,-12.3,.,-5.7,.,0.1,.
CCC(=O)c1ccc(OCC(=O)OCC(=O)NC2CCCCCCC2)cc1,14.0,6.2,-5.2,-32.4,-8.9,-3.1,-5.0,4.8,3.6
Cc1ccc(CNC(=O)c2nnc(CS(=O)(=O)c3ccccc3)o2)cc1,8.4,2.0,22.4,-24.1,-8.4,-5.0,-7.7,0.9,0.4
NCC12CC3CC(CC(O)(C3)C1)C2,2.6,0.2,2.2,-2.5,-4.4,-20.7,1.9,0.6,0.9
CCCCC(=O)N1C/C=C\[C@H](c2ccc(OC)cc2)N(Cc2ccc(F)cc2)C(=O)[C@@H]1C,.,1.7,11.0,12.2,-10.0,-11.2,-23.3,1.2,0.2
CCN1CCCC1CNCc1cc(OC)c(OC)c(OC)c1 (stereo unspecified),-10.3,1.5,3.2,-8.1,13.0*,-15.9,-9.9,-0.4,3.3
O=C(NN=Cc1cc([N+](=O)[O-])ccc1O)c1cccc2ccccc12,.,.,12.9,-3.3,.,-4.4,.,0.9,.
O=C(Oc1cccc([N+](=O)[O-])c1)N1CCCCC1,15.2,0.4,17.6,-9.5,-4.8,-3.7,-2.9,0.7,-0.1
Cc1ccc(-n2c(C)cc(C(=O)OCC(=O)N3CCOCC3)c2C)cc1,.,0.4,18.2,-32.5,-8.0,0.6,-14.0,-0.2,-0.6
O=C(OCC(=O)N1CCOCC1)c1ccc(N2CCOCC2)c([N+](=O)[O-])c1,-4.5,-0.5,19.7,4.7,-15.4,-8.3,10.8,0.8,-0.2
CN=Cc1c(NC)nc2c(C)cccn2c1=O,-3.2,-0.2,12.9,-6.9,-3.4,-11.6,-13.3,1.2,-1.0
COc1ccc(Nc2cc(Cl)ccc2C(=O)O)cn1,-11.5,1.1,12.8,-2.7,0.3,-15.3,-9.6,1.8,2.5
O=C(CSc1nnc(-c2ccc(Cl)s2)o1)N1CCc2ccccc21,-7.0,-0.3,.,.,-14.1,.,0.1,.,-0.3
CN1C(=O)[C@@H]2[C@@H]3C[C@@H]([C@H]4ON=C(c5ccc(Cl)cc5Cl)[C@@H]34)[C@@H]2C1=O,-2.5,2.4,-7.0,-8.7,-1.2,5.2,-16.9,2.2,4.2
COc1ccc(C2/C=C\CN(Cc3ccco3)CC(=O)N2Cc2ccc(F)cc2)cc1 (stereo unspecified),.,0.0,17.0,17.6,-2.2,-19.2,-11.9,-0.1,-0.7
COC(=O)c1cc(OC)nc2ccc(Br)cc12,-8.2,-0.7,8.7,-9.9,-7.5,-14.4,-12.3,0.8,-1.3
COc1c(Br)cc([N+](=O)[O-])c(OC)c1C(=O)NC(=O)Nc1nc(C)cc(C)n1,0.2,0.6,-6.7,-31.2,2.2,7.9,-11.5,-0.3,-2.6
CC(C)(C)c1ccc(C2C(C(=O)c3ccco3)=C(O)C(=O)N2CC2CCCO2)cc1 (stereo unspecified),-9.6,0.0,9.6,-1.7,-12.1,-9.3,-1.7,1.3,1.5
S=C(Nc1ccc(Cl)cc1Cl)Nn1cnnc1,-3.5,-0.6,17.6,2.6,-0.2,-4.5,2.3,0.8,1.4
Cc1cccc2sc(NC(=O)c3ccc(Cl)s3)nc12,7.0,-0.5,20.5,-10.1,-9.5,-3.3,-12.1,1.2,-2.0
O=C(Nc1cccc(Cl)c1Cl)c1ccccc1OCC(=O)N1CCOCC1,7.3,0.6,0.9,42.4,-12.3,-6.0,-16.4,5.8,0.7
CC(OC(=O)COc1ccc(C#N)cc1)C(=O)c1ccccc1 (stereo unspecified),.,0.4,7.1,-10.6,-4.0,-9.8,-17.4,0.9,-0.5
COc1ccc(NC(=S)N(CCO)Cc2cc3c(C)cc(C)cc3[nH]c2=O)cc1,-7.6,-1.3,6.5,-25.9,-10.3,-3.8,2.4,-0.2,-2.5
Cc1ccc2c(c1)N(C(=O)c1ccco1)C(C)(C)c1ssc(=S)c1-2,-3.6,-1.5,-6.4,-0.6,-5.8,-2.9,-31.3,-1.1,-1.7
O=C(COC(=O)c1ccc(O)cc1O)Nc1ccc2c(c1)OCCO2,.,0.8,22.0,14.9,-1.2,-5.5,-4.8,1.5,0.2
O=C(CCC1COc2ccccc2O1)NC1CCCCC1 (stereo unspecified),2.7,-0.1,5.3,-7.4,1.6,-6.4,-6.2,0.2,-0.3
O=C(CCc1nnc(C2(c3ccc(Cl)cc3)CCC2)o1)NCCCn1cccn1,-8.5,-0.5,-2.1,-20.1,1.6,-2.9,-23.4,0.0,-0.6
COCCCNC(=O)C1CCCCN1S(=O)(=O)c1ccc(F)cc1 (stereo unspecified),-9.8,0.7,-3.4,10.3,0.8,3.0,-5.5,0.4,0.7
CCN(CC)S(=O)(=O)c1cccc(C(=O)Nc2ccc(C#N)cc2)c1,-7.3,14.9,15.4,23.8,-22.3,-5.2,8.1,5.4,15.0
O=[N+]([O-])c1ccc(Nc2ccccc2O)c2nonc12,-12.3,.,11.4,-8.5,.,6.5,.,8.2,.
CC(OC(=O)c1oc2ccccc2c1CSC1CCCCC1)C(=O)NC(N)=O (stereo unspecified),-11.8,-0.9,-4.0,-3.6,1.4,-7.7,-21.0,0.2,-0.5
O=C(CNS(=O)(=O)Cc1ccccc1)NCc1ccccc1,-6.7,-0.8,15.3,3.6,-7.4,-20.4,-11.5,1.8,-0.6
COCc1cc(=O)n2[nH]c(SC)nc2n1,-14.9,-0.6,0.8,-0.4,1.8,4.7,5.5,-0.1,0.3
CCc1ccc2c(COn3nnc4ccc(S(=O)(=O)N(C)C)cc43)cc(=O)oc2c1,1.7,0.7,17.9,5.2,-12.8,-12.0,-24.9,3.1,0.3
N#Cc1cnn(-c2cccc(Cl)c2)c1-n1cccc1,-11.9,-1.4,12.0,-29.5,-3.0,-5.2,-3.4,0.4,-3.0
COc1cc(OC)cc(C(=O)Nc2c(F)cccc2F)c1,2.2,-1.1,28.4,-5.2,-10.2,-10.7,2.7,0.3,-2.1
COc1ccc(C(=O)NC(=S)NNC(=O)c2ccncc2)cc1Br,.,3.6,17.1,14.0,1.0,-1.0,1.0,2.3,3.5
C/C(N)=C(/C#N)C(=O)COC(=O)c1oc2ccccc2c1COC(C)C,-2.9,1.2,6.3,0.1,1.2,-9.7,-0.5,1.3,2.7
CCCNC(=O)c1c(O)c2c([nH]c1=O)CCCC2,3.5,0.3,-2.2,-4.5,-12.4,8.1,-11.5,-0.3,-0.5
COc1ccc(-c2nc(-c3ccc(Br)cc3)no2)c(OC)c1,-5.8,0.4,17.5,1.6,-6.3,-22.4,8.6,1.0,1.0
CCOC(=O)c1ccc(NC(=O)CN(c2ccc(C)cc2)S(=O)(=O)c2c(C)nn(C)c2C)cc1,4.9,6.1,-6.2,39.5,-9.7,10.2,-13.8,3.6,5.0
CCN1CCN(S(=O)(=O)c2ccc(Cl)c(C(=O)N(CC)Cc3ccccc3)c2)CC1,.,.,7.6,-39.4,.,-4.2,.,6.1,.
Cc1cc(C)c(C#N)c(SCc2ccc3c(c2)OCO3)n1,-9.9,0.9,14.6,-8.8,2.2,-9.3,-2.8,0.8,0.6
O=C1c2ccccc2NC(c2cccc(Cl)c2)N1N=C1CCCCCC1 (stereo unspecified),5.3,-0.2,-7.8,1.6,-8.6,10.7,-14.7,0.1,-2.6
Nc1c(Cl)ncnc1NCCO,3.8&-5.5,1.4,3.2,-6.4,-7.0,-1.5,-7.8,-0.2,-0.1
CCOC(=O)C(NCc1ccc(OC)cc1)(NC(C)=O)C(F)(F)F (stereo unspecified),9.6,-0.3,23.1,18.5,-8.9,-9.5,-9.9,0.8,-0.2
Cc1cc(Cl)ccc1NC(=O)/C=N/O,3.3,-2.2,25.2,-7.3,-0.1,-7.5,-5.3,1.0,-0.1
COc1cc(NS(=O)(=O)c2ccc(NC(=O)/C(=C\c3ccccc3OC)NC(=O)c3ccccc3)cc2)nc(OC)n1,2.9,0.7,8.8,-3.9,-7.8,-11.6,4.2,1.3,0.9
Cc1c(/C=N/O)c2ccccn2c1C(=O)c1ccc(F)cc1,11.8,-1.2,12.8,-2.2,-16.8,-10.8,-8.5,0.9,-2.0
O=C(C1=C[C@@H](C2CC2)C[C@@H](OCCCCO)O1)N1CCOCC1,-5.5,1.0,25.4,4.1,-3.5,-14.8,2.4,0.2,-0.4
O=C(NCc1ccccn1)C(=O)Nc1cccc2ccccc12,13.7,-1.6,-13.4,-25.4,3.6,3.3,-8.3,-0.2,-1.8

# Six of the compounds above, with two lines to a compound:
# Below each compound – GPR7 antagonist | V1R ag counter | CHO-K1 Ca PAM | TAAR1 antagonist | OXTR potentiator | CHO-K1 Ca antag | CHO parental Ca | M1 ag parental | OXTR ag
> CCOC(=O)C(NCc1ccc(OC)cc1)(NC(C)=O)C(F)(F)F (stereo unspecified)
 : 9.6 | -0.3 | 23.1 | 18.5 | -8.9 | -9.5 | -9.9 | 0.8 | -0.2
> CCN1CCN(S(=O)(=O)c2ccc(Cl)c(C(=O)N(CC)Cc3ccccc3)c2)CC1
 : . | . | 7.6 | -39.4 | . | -4.2 | . | 6.1 | .
> O=C1c2ccccc2NC(c2cccc(Cl)c2)N1N=C1CCCCCC1 (stereo unspecified)
 : 5.3 | -0.2 | -7.8 | 1.6 | -8.6 | 10.7 | -14.7 | 0.1 | -2.6
> Cc1cc(Cl)ccc1NC(=O)/C=N/O
 : 3.3 | -2.2 | 25.2 | -7.3 | -0.1 | -7.5 | -5.3 | 1.0 | -0.1
> Nc1c(Cl)ncnc1NCCO
 : 3.8&-5.5 | 1.4 | 3.2 | -6.4 | -7.0 | -1.5 | -7.8 | -0.2 | -0.1
> Cc1cc(C)c(C#N)c(SCc2ccc3c(c2)OCO3)n1
 : -9.9 | 0.9 | 14.6 | -8.8 | 2.2 | -9.3 | -2.8 | 0.8 | 0.6

# From PubChem BioAssay

# An unsorted share of the library; 3.5% or so of the library scored in one or more.
